Compound activity: PubChem BioAssay, several laboratories
NS5 inhibitors – flavivirus cap methylation enzyme inhibition – biochemical, confirmation dose response, primary screen (AID 588689) | inhibition, % at 25 µM, or IC50 in µM where a hit was titrated | Dengue-2 NS5 methyltransferase capping enzyme assay, biochemical; higher % means a stronger effect | hit rate 0.3% among 340,000; in the data active = a potency from the dose series; inconclusive = inhibition above about 29% without an active follow-up result
GPR35 antagonists – GPR35 antagonists blocking zaprinast-driven arrestin recruitment, primary screen, imaging, U2OS, beta-arrestin-GFP, zaprinast agonist (AID 2058) | U2OS GPR35 beta-arrestin-GFP translocation imaging, zaprinast antagonism; higher % means a stronger effect | inhibition, % at 10 µM; hits with a dose series show IC50 in µM | hit rate 0.052% among 290,000;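 active = inhibition of at least 50% with at least 30 cells and total cytoplasm GFP at most 10,000,000; inconclusive = under 30 cells or total GFP of 10,000,000 plus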
LYP inhibition – PTPN22 lymphoid phosphatase activity blockers – biochemical, fluorescence intensity, uHTS (AID 1779); inhibition, % at 11.5 µM, or IC50 in µM where a hit was titrated; hit rate 0.054% among 290,000; recombinant LYP phosphatase, fluorescence intensity; higher % means a stronger effect; in the data active = inhibition above about 50%;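 also: plate controls were vehicle with enzyme for no effect and no enzyme for full effect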
West Nile antiviral – inhibition of WNV-induced cytopathic effect – cell-based, CPE readout (AID 1621); hit rate 0.02% among 290,000; West Nile virus-infected cells, CPE inhibition; higher % means a stronger effect; one-dose CPE inhibition, % at 10 µM; IC50 in µM for titrated hits; in the data active = a potency from the dose series; inconclusive = CPE inhibition mostly from about 3.7% at the one dose, without a potency; inactive = the rest, 99 in 100 with CPE inhibition below about 2.2%; also: strong numbers were not always called active
Rac1 GTP hydrolysis – MgcRacGAP GTPase-activating activity inhibitors, confirmation, biochemical, ADP Hunter fluorescence | MgcRacGAP-stimulated Rac1 GTP hydrolysis, ADP Hunter fluorescence; higher % means a stronger effect; GST-tagged Rac1 F28L mutant substrate | one-dose inhibition, % at 30 µM; IC50 in µM for titrated hits | hit rate 0.6% among 340,000 | AID 624330;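 active = first-screen hits whose inhibition reached a set limit at any dose in the follow-up dose series; inconclusive = inhibition above the set first-screen limit but never retested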;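 also: fluorescence reports GDP produced by GAP-driven GTP hydrolysis; strong numbers were not always called active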
RSV CPE inhibition – RSV antiviral activity via CPE protection, HEp-2 cells, primary 10 µM value included (AID 2391). HEp-2 cells, RSV-induced CPE inhibition; higher % means a stronger effect. one-dose CPE inhibition, % at 10 µM; IC50 in µM for titrated hits. hit rate 0.13% among 310,000; in the data active = a potency from the dose series; inconclusive = CPE inhibition mostly from about 23% at the one dose, without a potency; inactive = the rest, 99 in 100 with CPE inhibition below about 21%; also: strong numbers were not always called active
Large T inhibition – SV40 large T antigen inhibitors, biochemical (AID 1903). hit rate 0.39% among 310,000. inhibition, % at 20 µM, or IC50 in µM where a hit was titrated. SV40 large T antigen ATPase/helicase inhibition assay; higher % means a stronger effect; in the data active = a potency from the dose series; inconclusive = inhibition mostly from about 32% at the one dose, without a potency; inactive = the rest, 99 in 100 with inhibition below about 32%; also: strong numbers were not always called active
Salmonella PhoP GFP – PhoP-dependent GFP reporter repression – Salmonella Typhimurium, primary screen (AID 1863) | S. Typhimurium PhoP-regulated promoter GFP reporter, 4 h; higher % means a stronger effect | inhibition, % at 50 µM; hits with a dose series show IC50 in µM | hit rate 0.16% among 300,000;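 active = inhibition over 29.93%, a cutoff 3 SD above the screen mean, later confirmed by dose response; inconclusive = inhibition over 29.93% but no dose response follow-up; inactive = inhibition at most 29.93% or unconfirmed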;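 also: 0% = low Mg2+ inducing control and 100% = high Mg2+ repressing control; strong numbers were not always called active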
ER stress rescue – rescue of cells from ER stress-induced death, primary screen, 384-well, CSM14.1, thapsigargin, ATP luminescence (AID 1222) | CSM14.1 thapsigargin-induced death rescue, ATP luminescence; higher % means a stronger effect | cellular ATP content (survival), % at 20 µM, or EC50 in µM where a hit was titrated | 190,000 tested, under 10 active;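 active = EC50 below 50 µM in the dose-response confirmation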;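 also: death triggered by thapsigargin at about 15 µM added after 2 h compound pretreatment; cell ATP read after overnight thapsigargin exposure of roughly 18 to 22 hours; normalized against plate controls of thapsigargin alone and 5% DMSO vehicle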
NS5 inhibitors pilot replicate – also measured in NS5 inhibitors; calls as there; inhibition, %; measured here: pilot screen replicate inhibition
The depositor's hits bear a star; ? = inconclusive; / = not tested or not shown. The order is random; about 1.5% have a hit in one of these screens.

SMILES	NS5 inhibitors	GPR35 antagonists	LYP inhibition	West Nile antiviral	Rac1 GTP hydrolysis	RSV CPE inhibition	Large T inhibition	Salmonella PhoP GFP	ER stress rescue	others
CC(C)=CC[N+]1(C)CCCCC1	/	-9%	-10%	-0.4%	-5%	1.6%	14%	-4%	-2.9%
COc1ccc(-c2c(C)oc3c(CN4CCCC(C)C4)c(O)ccc3c2=O)cc1OC (centres undefined)	6%	1%	-11%	0.0%	5%	/	/	/	/
O=C(COc1ccccc1)Nc1nc2cc3c(cc2s1)OCO3	-2%	18%	-8%	-0.4%	11%	12%	25%	7%	/
COc1ccc(NC(=O)N(Cc2cc3ccc(OC)cc3[nH]c2=O)CC2CCCO2)cc1 (centres undefined)	/	2%	-1%	-0.6%	5%	0.5%	6%	5%	-1.9%
Cc1cccc(C(C(=O)NC2CCCC2)N(Cc2cccnc2)C(=O)c2csnn2)c1 (centres undefined)	-5%	-4%	-6%	-0.1%	6%	2.8%	11%	-3%	/
COc1ccc(NC(=O)N2CCCC(c3nc(-c4ccc(C(C)C)cc4)no3)C2)cc1 (centres undefined)	-5%	2%	5%	2.4%	-3%	9.3%	18%	0%	-0.7%
COc1ccccc1C(=O)NC(=O)Nc1nc(-c2ccccc2)cc(C(F)(F)F)n1	-10%	-5%	2%	-0.3%	11%	1.2%	8%	-11%	/
Cc1cc(Cl)nc(-c2ccccc2)n1	-10%	7%	-8%	0.5%	3%	2.1%	-3%	-6%	-1.9%
CCCCCCCC[n+]1cccc(C(=O)N2c3c(nc(N)[nH]c3=O)NC(C)C2C)c1 (centres undefined)	2%	-8%	-7%	0.0%	8%	1.3%	7%	-6%	-2.8%
COc1ccc(OC)c2nc(-c3ccncc3)ccc12	5%	2%	-7%	-0.1%	5%	2.2%	-2%	28%	/
O=C(NCc1ccccc1)N(Cc1cc2cc3c(cc2[nH]c1=O)OCO3)CC1CCCO1 (centres undefined)	4%	13%	-6%	0.0%	6%	-1.2%	1%	-7%	-1.1%
Cc1noc(C)c1C(=O)OCC(=O)Nc1cc(S(=O)(=O)N2CCOCC2)ccc1Cl	/	1%	-3%	0.1%	/	3.7%	0%	-2%	-1.6%
CCC(=O)N1c2ccc(S(=O)(=O)N3CCN(C)CC3)cc2CC1C (centres undefined)	-6%	7%	-7%	-0.1%	-4%	1.4%	8%	-11%	/
COc1cccc(/C=C2\CCCCC2=O)c1	-1%	-2%	-2%	-0.7%	-6%	0.8%	22%	0%	/
CCOC(=O)N1CCC(NC(=O)Cn2cccc2C(=O)c2ccccc2)CC1	6%	16%	-8%	0.1%	4%	0.6%	4%	-2%	0.4%
NS(=O)(=O)OCCCc1ccc(C(F)(F)F)cc1	-10%	9%	-6%	-1.0%	4%	0.0%	12%	27%	/
Cc1ccc(S(=O)(=O)NCc2ccco2)cc1C(N)=O	-4%	0%	5%	0.4%	-2%	-0.5%	-3%	5%	-0.5%
COc1ccc(NC(=O)CCNC(=O)Cn2ccc3ccccc3c2=O)c(OC)c1	-4%	-11%	-6%	0.7%	17%	1.6%	4%	-3%	-1.8%
COc1ccccc1C(=O)Nc1nnc(-c2ccccc2)s1	-1%	1%	-3%	0.7%	9%	13%	-3%	-3%	/
COc1ccccc1C1CC(c2ccc(C)cc2)Nc2ncnn21 (centres undefined)	-6%	-6%	2%	-0.1%	0%	0.3%	12%	4%	-2.2%
COc1ccccc1NC(=O)C(C)N(C)Cc1ccc(Cl)s1 (centres undefined)	-3%	-6%	3%	-0.7%	1%	21%	4%	2%	/
COC(=O)CC1C(=O)NCCN1C(=O)Nc1ccc(Cl)cc1 (centres undefined)	-4%	-2%	1%	0.2%	13%	0.9%	14%	-5%	-0.8%
O=c1cnn(Cc2ccc(Cl)c(Cl)c2)c2ccccc12	-5%	23%	-6%	0.1%	4%	8.5%	2%	-3%	/
Cn1cc(C(=O)c2ccc(Cl)cc2Cl)cc1C(=O)N/N=C(\N)COc1ccccc1	1%	15%	0%	-0.3%	7%	-0.2%	-8%	12%	0.0%
COc1cccc(-c2ccc(C#N)c(OC(=O)c3ccc(Cl)cc3)n2)c1	-2%	-5%	3%	1.0%	7%	8.2%	5%	-9%	0.8%
SMILES	NS5 inhibitors	GPR35 antagonists	LYP inhibition	West Nile antiviral	Rac1 GTP hydrolysis	RSV CPE inhibition	Large T inhibition	Salmonella PhoP GFP	ER stress rescue	others
Cc1cnc(C)c(N2CCC(C(=O)NCc3ccco3)CC2)n1	-4%	1%	-9%	0.4%	0%	1.6%	19%	-6%	-1.8%
Cc1cc2ccccc2n1CCNC(=O)c1cccs1	6%	0%	1%	0.1%	-1%	0.1%	8%	10%	-0.8%
COc1ccc(N(CC(=O)NC2CCCCC2)C(=O)CCCC(=O)Nc2ccccn2)cc1	-2%	2%	-7%	-0.5%	4%	-0.1%	6%	-2%	/
Cc1ccccc1NC(=O)c1ccc2c(c1)C(=O)N(CCC(C)C)C2=O	/	13%	-5%	0.0%	6%	0.7%	4%	4%	1.9%
O=C(Nc1ccc(Cl)cn1)C1CCN(c2ncnc3c2nc2n3CCCCC2)CC1	-2%	-20%	-4%	0.8%	7%	3.0%	-1%	0%	/
CCNC(=O)c1c(NC(C)=O)sc2c1CCCC2	5%	4%	-7%	0.0%	11%	2.0%	6%	8%	0.1%
CCn1cc(C(=O)NCCCOC(C)C)c(=O)c2cc(S(=O)(=O)N3CCOCC3)ccc21	14%	14%	-7%	-0.1%	3%	0.1%	10%	-5%	/
Oc1c(C=NCc2ccc(F)cc2)[nH]c2ccc(Br)c(Cl)c12	/	?	1%	-0.1%	/	45%	19%	-4%	-4.0%
O=C(CSCC(=O)OCC(=O)c1ccc(Br)cc1)Nc1cccc2ccccc12	-2%	-4%	6%	0.2%	3%	0.3%	3%	2%	2.9%
CC(C)CC(=O)Nc1ccc2c3c(cccc13)CC2	-7%	5%	-4%	-0.4%	6%	-0.1%	1%	-4%	-1.3%
O=C(NCc1ccc2c(c1)OCO2)Nc1ccc(F)cc1	-3%	3%	-7%	-0.8%	5%	0.9%	30%	-8%	/
Cc1ccc(C)c(Cn2c(=O)n(CCC(=O)NCc3ccco3)c(=O)c3ccccc32)c1	-1%	28%	-8%	/	7%	2.6%	1%	-13%	0.6%
COc1ccc(-c2cc(C(=O)N(C)Cc3ccccc3)no2)cc1OC	1%	16%	-6%	-0.6%	-6%	2.2%	10%	7%	1.0%
O=C(Nc1ccccc1)c1ccc2c(c1)OCCCO2	-1%	-3%	-7%	0.3%	8%	3.4%	9%	5%	/
O=C(CS(=O)(=O)c1ccccc1)N1CCc2ccccc21	-8%	5%	-6%	-0.1%	5%	3.0%	4%	-7%	-1.1%
CCCCN(CCCC)S(=O)(=O)c1ccc(N2CCCC2=O)c([N+](=O)[O-])c1	-6%	/	/	-0.9%	-2%	1.4%	/	/	/
COc1ccccc1CCc1nnc(CCC(=O)NC(C)Cn2nc(C)cc2C)o1 (centres undefined)	3%	7%	-7%	-0.4%	4%	-0.6%	4%	6%	0.4%
CCOC(=O)c1cnc(-n2nc(C)cc2C)nc1-n1nc(C)cc1C	2%	2%	-8%	0.1%	7%	1.9%	13%	2%	6.4%
COc1ccc(CNC(=O)Cn2cncn2)cc1OC	-8%	2%	-7%	0.1%	3%	1.9%	-1%	9%	-1.2%
C=CCN(CC=C)C(=O)c1ccc(OC2CCN(C(C)=O)CC2)c(OC)c1	-2%	15%	-10%	-0.4%	-6%	7.2%	8%	10%	/	NS5 inhibitors pilot replicate=3.1
Cc1ccc(-c2[nH]ncc2C(=O)c2ccc(Br)cc2)c(O)c1	-2%	-8%	-2%	-0.5%	7%	5.5%	8%	-4%	/
COC(=O)c1ccccc1NC(NC(=O)c1ccco1)C(=O)c1ccc(C)cc1 (centres undefined)	-8%	12%	1%	0.4%	11%	3.2%	5%	-8%	0.4%
CN(C)CCNc1nc2c(c(=O)[nH]c(=O)n2C)n1CCOc1ccccc1	-5%	1%	-3%	-0.1%	4%	1.7%	6%	-10%	/
CC(C)CCC(C)NC(=O)C1CCN(S(=O)(=O)/C=C/c2ccccc2)CC1 (centres undefined)	-5%	8%	-8%	0.2%	5%	3.4%	4%	-2%	/
COC(=O)c1cc(NC(=O)c2ccc(OC)cc2)c(=O)oc1C	-5%	3%	2%	0.4%	7%	-1.7%	11%	-5%	/
SMILES	NS5 inhibitors	GPR35 antagonists	LYP inhibition	West Nile antiviral	Rac1 GTP hydrolysis	RSV CPE inhibition	Large T inhibition	Salmonella PhoP GFP	ER stress rescue	others
COc1ccc(OC)c(NC(=O)CSc2nc(=O)n(CCN3CCOCC3)c3c2CCCC3)c1	7%	/	/	/	5%	-0.4%	25%	-2%	/
COC(=O)C1=C(C)NC(C)=C(C(=O)OC)C1C(=O)OCC(=O)Nc1ccc(C(C)=O)cc1	3%	-6%	5%	0.2%	6%	3.7%	-1%	-1%	0.4%
O=C(Cc1ccccc1)Nc1ccc(N2CCCCC2)cc1	-9%	8%	-5%	0.0%	1%	4.4%	18%	2%	2.5%
O=C(NCC1(c2ccccc2)CCCC1)C(=O)N1CCOCC1	-1%	-4%	3%	0.4%	7%	-0.4%	8%	-6%	0.2%
O=C(NNc1cc(Cl)cc(Cl)c1)C1CCC1	1%	3%	-6%	-0.1%	9%	/	5%	-2%	/
CCc1ccc(/C=C/C(=O)C2C(=O)c3ccccc3C2=O)cc1	63µM*	-4%	7%	-0.8%	-4%	3.1%	6%	6%	-4.1%
Cc1ccc(C)c(OCc2nnc(N)s2)c1	-1%	13%	7%	-0.2%	-9%	1.1%	-1%	20%	-0.2%
COc1cccc(CNC(=O)C2=Cc3cccc(OC)c3OC2)c1	-2%	-1%	-4%	-0.5%	6%	0.1%	-10%	-7%	-0.3%
CCOC(=O)N1CCN(C(=O)CSCc2ccc(Cl)cc2)CC1	-1%	3%	-3%	-0.2%	10%	4.9%	-5%	-6%	1.3%
CCC(=O)N1CCN(c2ccc(NC(=O)c3cccs3)cc2)CC1	3%	-10%	-7%	-0.3%	10%	-2.1%	8%	8%	0.7%	NS5 inhibitors pilot replicate=-0.8
Cc1ccc2cc(C#N)c(SCC(=O)NNC(=O)Cc3ccccc3)nc2c1	2%	-14%	-9%	/	-4%	/	-17%	24%	-2.2%
O=C(CN1CCC(NC(=O)c2ccco2)CC1)Nc1ccccc1[N+](=O)[O-]	/	-9%	-13%	-0.1%	/	-0.6%	24%	-2%	0.2%
O=C(Cn1c(/C=C/c2ccccc2)nc2ccccc21)Nc1ccc(F)cc1	-3%	-1%	-2%	-1.9%	3%	1.4%	15%	?	-3.4%
Cc1ccc(Cc2c(C)nc3nc(SCC(=O)NCCCN4CCCCCC4)nn3c2C)cc1	/	27%	-18%	-0.8%	/	0.5%	-8%	1%	/
